Compound activity (PubChem)
ABHD5 PLIN5 PPI: blocks binding of human ABHD5 to perilipin-5; Split G. princeps luciferase complementation, luminescence, 4 h; inhibition, % at 4 µM; 360,000 compounds, 0.78% hits;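 active = inhibition above the mean inhibition across every tested compound plus 3 SD, cut at about 22% in these data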;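 note: 0% = DMSO only wells and the 100% control is not disclosed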
MC4R barr agon: activates human MC4R beta-arrestin recruitment. 360,000 compounds, 0.98% hits. P32245. activation, % at 8.9 µM. U2OS MC4R beta-arrestin complementation, luminescence; percent of melanotan II response, DMSO zero;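 active = activation above a per-plate cutoff, the mean activation of sample wells on that plate plus 3 SD, cut at about 8% in these data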
Target sequence (P32245 whole entry, looked up): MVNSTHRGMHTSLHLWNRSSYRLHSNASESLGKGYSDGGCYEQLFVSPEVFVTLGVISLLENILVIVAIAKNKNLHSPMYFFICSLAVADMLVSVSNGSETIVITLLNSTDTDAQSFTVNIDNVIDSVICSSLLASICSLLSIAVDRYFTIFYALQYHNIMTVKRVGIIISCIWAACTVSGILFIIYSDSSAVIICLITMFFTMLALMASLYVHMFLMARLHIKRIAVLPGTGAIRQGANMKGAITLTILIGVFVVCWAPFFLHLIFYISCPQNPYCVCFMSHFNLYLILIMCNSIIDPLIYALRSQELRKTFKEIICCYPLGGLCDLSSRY
TLR9-MyD88 inh: blocks human TLR9 binding to MyD88; Q9NR96+Q99836; CHO BLA complementation TLR9-MyD88, CCF4 FRET ratio; inhibition, % at 4.98 µM; 340,000 compounds, 0.21% hits;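 active = inhibition above the mean over all tested compounds plus 3 SD, cut at about 21% in these data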;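 note: 0% = DMSO only wells and 100% = clavulanate BLA inhibitor control wells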
NCOA1 inh: inhibits human SRC1 coactivator. HEK293 GAL4-SRC1 luciferase reporter, luminescence. inhibition, % at 3.6 µM. 360,000 compounds, 0.12% hits;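 active = inhibition above the campaign mean plus 3 SD, with each screening campaign given its own cutoff, cut at about 60% in these data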;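 note: 0% = DMSO treated cells and 100% = gossypol at 36 µM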
EBV LMP1 NFkB: inhibitors of Epstein-Barr LMP1-induced NF-kappaB reporter. 350,000 compounds, 0.69% hits. LMP1-induced NF-kappaB luciferase reporter cells, luminescence. inhibition, % at 12.5 µM; in the data active = inhibition above about 41%;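 note: 0% = neutral control wells and 100% = reference inhibitor control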
SRC3 inh: inhibitors of human steroid receptor coactivator 3 (SRC3); HEK293 GAL4-SRC3 luciferase reporter, luminescence; inhibition, % at 3.6 µM; 360,000 compounds, 0.17% hits;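 active = inhibition above a per-campaign cutoff, the mean of all compounds plus 3 SD, cut at about 60% in these data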;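 note: 0% = DMSO-treated cells and 100% = gossypol-treated cells at 36 µM; higher means less SRC3-driven luciferase light from the GAL4 reporter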
MC4R antag cAMP: human MC4R antagonism in cAMP assay; P32245; MC4R-expressing cells, MTII-stimulated cAMP, LANCE TR-FRET; inhibition, % at 6.5 µM; 360,000 compounds, 0.48% hits; AID 540295;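 active = inhibition above its plate's cutoff, the mean of tested wells on that plate plus 3 SD, cut at about 29% in these data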;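 note: 0% = Melanotan II alone and 100% = Melanotan II plus saturating MCL0020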
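Assay system: U2OS cells stably expressing human melanocortin 4 receptor (MC4R) / Dosing: 6.5 µM / Timing: compound 30 min, challenge 1 h, detection 1 h / Measured by: Eu-cAMP/anti-cAMP TR-FRET, emission 671 nm / Replicates: singlicate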
NCOA2 inhibitor: inhibits human steroid receptor coactivator 2. HEK293 GAL4-SRC2 luciferase reporter, luminescence. inhibition, % at 9 µM. 370,000 compounds, 0.17% hits;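 active = inhibition above the mean inhibition of all tested compounds plus 3 SD, set per campaign, cut at about 52% in these data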;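 note: 0% = DMSO treated cells and 100% = cells given Gossypol at 36 µM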
NR5A2 inv ag: NR5A2 inverse agonism in reporter assay | HEK293T StAR-luciferase reporter, LRH-1 transfected, 24 h | inhibition, % at 3.6 µM | AID 602396 | O00482 | 360,000 compounds, 0.13% hits;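 active = inhibition above the mean inhibition of all tested compounds plus 3 SD, cut at about 73% in these data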;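 note: 0% = DMSO wells and 100% = reporter-only cells lacking LRH-1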
NOD2 RIPK2 PPI: inhibitors of human NOD2-RIPK2 interaction; inhibition, % at 4.98 µM; O43353; 360,000 compounds, 0.38% hits; AID 624267; CHO BLA complementation NOD2-RIPK2, CCF4 ratio; in the data active = inhibition above about 21%;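 note: 0% = vehicle only and 100% = reference blocker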
Target sequence (O43353 whole entry, looked up): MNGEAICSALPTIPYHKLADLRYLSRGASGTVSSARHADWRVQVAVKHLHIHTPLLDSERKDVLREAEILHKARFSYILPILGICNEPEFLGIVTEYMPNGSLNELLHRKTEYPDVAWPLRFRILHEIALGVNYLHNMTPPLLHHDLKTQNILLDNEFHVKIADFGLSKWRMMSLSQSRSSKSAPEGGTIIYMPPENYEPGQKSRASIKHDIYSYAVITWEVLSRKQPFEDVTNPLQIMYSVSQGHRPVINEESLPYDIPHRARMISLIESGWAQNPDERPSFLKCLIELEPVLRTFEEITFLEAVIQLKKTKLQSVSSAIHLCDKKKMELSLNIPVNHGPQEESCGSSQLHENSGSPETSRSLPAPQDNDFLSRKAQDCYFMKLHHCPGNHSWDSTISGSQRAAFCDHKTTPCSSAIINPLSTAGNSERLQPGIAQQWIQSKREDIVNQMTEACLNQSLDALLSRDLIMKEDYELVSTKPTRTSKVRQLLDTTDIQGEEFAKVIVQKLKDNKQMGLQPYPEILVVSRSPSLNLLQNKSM
COUP-TFII inh: blocks human COUP-TFII nuclear receptor; P24468; HEK293T NGFI-A luciferase reporter, luminescence; inhibition, % at 8.6 µM; 370,000 compounds, 0.7% hits;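 active = inhibition above a per-plate cutoff, mean inhibition of test wells between control levels plus 3 SD, cut at about 38% in these data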;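 note: cells cotransfected with COUP-TFII expression vector driving the NGFI-A reporter; 0% = median of COUP-TF2 test wells and 100% = reporter-only cells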
Active calls of the source: *; x = no result given. Some of the compounds tested, so the mix of outcomes need not match the whole.

Structure | SRC3 inh | MC4R antag cAMP | TLR9-MyD88 inh | EBV LMP1 NFkB | NR5A2 inv ag | MC4R barr agon | ABHD5 PLIN5 PPI | NOD2 RIPK2 PPI | NCOA2 inhibitor | COUP-TFII inh | NCOA1 inh
COc1ccc(C(=O)NCc2cccs2)cc1S(=O)(=O)N1CCOCC1 | -7 | 6 | -3 | 3 | 6 | -1.4 | -4 | -8 | -2 | -2 | -14
Cc1ccc(C(=O)NC(=S)Nc2ccc3c(c2)OCCO3)c(C)c1 | -27 | -1 | -2 | -23 | -62 | -0.7 | -6 | -13 | -19 | -30 | -53
COc1ccc(/C=N\Nc2ccccc2[N+](=O)[O-])c(C(=O)O)c1OC | -10 | 7 | -5 | -6 | -34 | -4.3 | 8 | -5 | -52 | -17 | -19
Cc1cccc(SCC(=O)Nc2ccc3c(c2)OCCO3)c1 | -74 | -3 | -3 | -9 | -59 | -3.5 | 2 | -6 | -38 | -35 | -123
COc1ccc(NC(=O)COC(=O)/C=C/c2ccccc2[N+](=O)[O-])cc1 | -21 | 15 | -3 | -4 | 26 | -2.8 | -6 | 0 | -22 | 5 | -5
Cc1ccc(CS(=O)(=O)Cc2ccc(C(=O)NCc3ccccn3)o2)cc1 | -1 | 11 | 4 | -1 | -28 | 0.1 | 5 | -3 | 16 | 14 | 1
COc1ccc(C(=O)CC(SCC(NC(C)=O)C(=O)O)c2ccc(Cl)cc2)cc1OC (stereo unspecified) | -4 | -7 | -11 | 3 | 1 | -1.2 | 38* | -14 | -22 | 5 | -1
Cc1cc(C)n(-c2ccc(C(=O)OC(C)C(=O)Nc3ccc(C(N)=O)cc3)cc2)n1 (stereo unspecified) | -1 | 15 | -4 | 5 | -20 | -0.2 | -1 | -6 | -16 | -15 | -2
COc1ccc(S(=O)(=O)NCc2ccccn2)c(C)c1C | -12 | 26 | -3 | -4 | 8 | 0.3 | 0 | -4 | 19 | 4 | -7
Cc1cccc(NC(=O)CCC(=O)N/N=C/c2cccnc2)c1 | 6 | -1 | -2 | 3 | 5 | -3.2 | -7 | -7 | -5 | 6 | 0
COc1ccc2oc(=O)c(C(C)=O)cc2c1 | -10 | 10 | 2 | -7 | -17 | -0.7 | -11 | -1 | 5 | 8 | 0
Cc1nn(CC(=O)N2CCN(C(=O)c3ccco3)CC2)c(C)c1[N+](=O)[O-] | 15 | 1 | -1 | -8 | -15 | -1.9 | -2 | -9 | 8 | -1 | 13
Cc1cccc(OCC(=O)Nc2cccc(C(=O)NCC(C)C)c2)c1 | 13 | 14 | -1 | 9 | -10 | 1.4 | 3 | -3 | -5 | 0 | 20
CC1(C(=O)NCc2cccc(C(F)(F)F)c2)CCN1Cc1cc2ccccc2o1 (stereo unspecified) | -23 | 6 | x | x | 3 | 1.3 | -5 | -14 | 1 | 7 | 6
COc1ccc(Cl)cc1/C=C/c1ccc2cccc(O)c2n1 | -39 | -3 | -3 | 14 | -43 | -2.6 | -18 | -8 | -35 | -6 | -16
Cc1nn(CCCC(=O)NCCc2ccccc2)c(=O)c2nccn12 | -1 | 7 | 10 | 14 | -9 | -1.1 | -7 | -1 | -11 | 13 | -7
COC(=O)CSc1nc2c(c(=O)n(C)c(=O)n2C)n1CCC(C)C | -10 | 6 | -2 | 6 | -13 | 0.3 | 2 | -2 | -18 | -1 | 1
C=CCSc1nnc(-c2ccccc2NC(=O)CC)c(=O)[nH]1 | 22 | -2 | 3 | -5 | -5 | -1.3 | -6 | -12 | 8 | 0 | 2
c1ccc(-c2cc(-c3nnco3)c3ccccc3n2)nc1 | 17 | -3 | -3 | 2 | 8 | -1.1 | -6 | -8 | -23 | -9 | -5
COc1ccc(NS(=O)(=O)c2cccc(Cl)c2)cc1S(=O)(=O)N1CCCCC1 | 11 | -6 | -6 | -12 | 12 | -2.9 | 2 | -3 | 15 | -8 | 16
Cc1ccc(NC(=S)N2CCCC2)cc1Cl | -15 | 4 | -7 | -5 | -2 | -2.6 | 1 | -2 | -31 | 2 | -42
CS(=O)(=O)c1ccc2nc(NC(=O)Nc3ccc(Cl)cc3)sc2c1 | 0 | 14 | -4 | -6 | 14 | 5.6 | 1 | -6 | 9 | -9 | -32
COC(=O)c1ccc(-c2ccco2)n1Cc1nc(-c2ccc(OC)c(OC)c2)oc1C | -20 | 16 | 3 | 33 | -2 | -1.3 | 5 | -6 | 25 | 6 | -6
C=CCNc1nc(C(=O)OCC(=O)c2ccccc2)cs1 | -27 | -1 | 5 | -26 | -47 | 3.6 | 6 | -1 | -58 | -46 | -50
Cc1nc2cc(OC3(C)CCN(Cc4ccc(OC(F)(F)F)cc4)C3)ccc2s1 (stereo unspecified) | 2 | 8 | x | x | -11 | 2.9 | 0 | -9 | -12 | 10 | -15
Cc1ccc(N2CC(C(=O)N3CCN(c4ccccc4)CC3)CC2=O)cc1 (stereo unspecified) | 16 | 3 | -9 | 1 | 5 | 0.0 | 1 | -9 | 18 | -3 | 1
COc1ccc(C(=O)Cc2ccc(OC)c(OC)c2)cc1 | -50 | -3 | -4 | 2 | -12 | -1.5 | -1 | -2 | -23 | -1 | -34
COc1c(F)c(F)c(C(=O)O)c(Nc2ccccc2)c1F | 3 | 11 | -9 | 5 | -12 | -0.4 | 3 | -3 | 15 | -13 | -13
COc1ccc(NC(=O)CSc2nc3ccccc3nc2N2CCCC2)c(OC)c1 | -25 | 12 | 8 | 1 | -18 | 2.3 | 3 | -14 | 11 | -12 | 5
CCOCCCn1c(SCC(=O)Nc2oc(C)c3c(C)n[nH]c(=O)c23)nc2ccccc2c1=O | -7 | 23 | 0 | -11 | 4 | 0.9 | 6 | -17 | 0 | -7 | 3
CCOC(=O)Cc1csc(NC(=O)CSc2nnc(Cc3csc(N)n3)n2C)n1 | 7 | 3 | -9 | -7 | 1 | 1.2 | 5 | -2 | -5 | -3 | -6
O=C(Nc1ccc(-c2ccc3nncn3n2)cc1)C1CCCCC1 | -10 | 5 | 12 | -3 | -33 | -1.2 | -5 | -8 | -7 | -29 | -11
CC(=O)c1cccc(NC(=O)c2ccc(CN3CCc4ccccc4C3)cc2)c1 | 0 | 0 | 2 | 7 | 9 | 0.4 | -1 | 2 | -13 | 19 | 27
CCCNc1ccc(S(=O)(=O)N(CC)CC)cn1 | 15 | 10 | 5 | -12 | -10 | 1.3 | -5 | -7 | 1 | -12 | -17
CCOc1ccccc1-c1nnc(SCC(=O)Nc2ccccc2)o1 | -1 | 15 | -13 | -3 | 23 | 0.8 | -6 | -12 | -3 | -8 | -11
COCCn1cnc2c1c(=O)[nH]c(=O)n2Cc1ccccc1 | 0 | 14 | -1 | -13 | -9 | -1.8 | 3 | -1 | x | x | -13
O=C(Nc1ccccc1)N1CCCC2CCCCC21 (stereo unspecified) | -66 | 3 | -2 | -12 | -87 | -1.0 | 0 | 2 | -36 | -18 | -81
CCOC(=O)C1CCN(Cc2ccc(F)c(Br)c2)CC1 | -3 | 3 | 0 | 8 | 1 | -2.5 | -9 | 0 | -20 | -28 | 0
O=C(Nc1ccccc1)N1CCCC1 | -2 | 12 | -4 | 2 | -16 | -1.5 | 1 | 7 | -13 | 15 | 14
CCOC(=O)C(=O)NC12CC3CC(CC(C3)C1)C2 | 7 | 13 | 15 | -2 | 14 | -1.3 | -5 | 5 | 23 | 0 | 7
COc1ccc(C2(C)NC(=O)N(CC(=O)NCC(=O)Nc3ccc(F)c(F)c3F)C2=O)cc1OC (stereo unspecified) | -5 | 8 | -1 | -3 | 2 | -1.9 | -1 | 10 | -20 | -8 | -13
CN1C(=O)/C(=C/c2cccc([N+](=O)[O-])c2)C(=O)N1c1ccccc1 | 15 | -1 | 3 | -9 | 7 | -1.2 | -3 | 1 | -3 | -3 | 7
COC(=O)CCN(Cc1ccccc1)S(=O)(=O)c1ccccc1Br | -16 | 6 | -12 | -3 | 6 | 1.5 | -2 | 14 | -6 | 8 | -2
O=C(N/C(=C/c1ccco1)C(=O)N1CCOCC1)c1ccc([N+](=O)[O-])cc1 | 2 | 3 | 3 | 4 | 10 | -3.9 | -1 | -8 | 3 | -1 | -21
CC1(C(=O)NS(=O)(=O)c2ccc(Br)cc2)CCN1C(=O)CCc1ccccc1 (stereo unspecified) | 0 | 18 | x | x | 8 | 2.2 | -1 | -8 | 5 | -10 | -3
O=C(COc1coc(CN2CCN(c3ccccc3)CC2)cc1=O)NC1CCCCC1 | 4 | 6 | 1 | 2 | 23 | 1.9 | 3 | -15 | 4 | 5 | -9
Cc1ccccc1Oc1cc(NC(=O)CCCn2nc(C)c([N+](=O)[O-])c2C)cc([N+](=O)[O-])c1 | 19 | 3 | -4 | 10 | -16 | 4.5 | -2 | 0 | 1 | 15 | -7
CCCOC(=O)CSC1=C(C#N)C(c2ccccc2OC)C(C#N)C(=O)N1 (stereo unspecified) | 15 | 16 | -5 | -5 | 16 | -1.2 | 3 | 2 | 13 | 0 | -20
O=[N+]([O-])c1ccc(C[n+]2cccc3ccc4cccnc4c32)cc1 | 13 | -7 | -3 | 2 | 33 | -1.4 | 5 | 2 | -18 | 10 | -4
COc1ccccc1NC(=O)c1ccc(NC(=O)COC(=O)C2CCCO2)cc1 (stereo unspecified) | 5 | -5 | -10 | 4 | -5 | -0.5 | -6 | -7 | x | x | 5
Cc1c(C(=O)NCCC#N)sc(=O)n1Cc1ccc(F)cc1 | -8 | 18 | x | x | -1 | 0.9 | -3 | -2 | -4 | -2 | -30
CCCN1CNC(=S)N(CC2CCCO2)C1 (stereo unspecified) | -8 | 2 | 5 | -13 | -6 | -2.0 | -3 | -2 | -13 | 13 | 18
CCCC(=O)Nc1ccc2c(c1)C(=O)N(CCC(=O)O)C2=O | -5 | 2 | -8 | -7 | 7 | -1.7 | -7 | 4 | 8 | -13 | 5
CCN(CC)C(=O)CS(=O)CC(=O)Nc1cc(OCCOC)c(Cl)cc1Cl (stereo unspecified) | 3 | 10 | 12 | -11 | 0 | -3.0 | 6 | -5 | -23 | 2 | -7
O=Cc1ccccc1-n1cccn1 | 21 | 9 | 0 | 4 | 14 | -1.7 | 3 | 4 | -17 | -16 | 3
